Growth percent in the NCI-60 one-dose screen (48 h, 10 µM unless noted): 100 = growth as untreated, 0 = no growth, -100 = all killed.
SN12C – SN12C renal cancer cells. actives 3.8% (n = 81,000)
TK-10 – TK-10 renal cancer cells | AID 1794769 | actives 3.9% (n = 81,000)
ACHN – ACHN renal cancer | AID 1794771 | actives 4.9% (n = 81,000)
786-0 – 786-0 renal cancer cells; actives 5.1% (n = 81,000)
CAKI-1 – CAKI-1 renal cancer; actives 4.7% (n = 75,000)
RXF 393 – RXF 393 renal cancer cells | actives 6.9% (n = 77,000) | AID 1794773
A498 – A498 renal cancer cells; actives 5.4% (n = 76,000)
UO-31 – UO-31 renal cancer | AID 1794768 | actives 5.2% (n = 81,000)
The depositor's hits bear a star; / = no result given; & = joins results of further samples. The calls were made as follows: active = growth percent below 10; inactive = the rest. Random draw from the library. About 10% of those tested had a hit in this group.

The opening 9 entries as a preview:
SMILES | SN12C | TK-10 | ACHN | 786-0 | CAKI-1 | RXF 393 | A498 | UO-31
CC(=O)Nc1ccc(Cc2nc3c([nH]2)c(=O)n(C)c(=O)n3C)cc1 | 100&105 | 103&106 | 101&109 | 98&100 | 99&92 | 103&108 | 88 | 93&103
COc1cc(/C=C/C(=O)CC(=O)/C=C/c2cc(I)c(O)c(OC)c2)cc(I)c1O | 86 | 106 | 81 | 93 | 107 | 100 | 92 | 74
Cc1ccc(C(=O)c2sc3[nH]c(=O)c(C(=O)O)cc3c2N)cc1 | 98 | 167 | 100 | 115 | 138 | / | 126 | 85
Cc1ccc(S(=O)(=O)c2c(NC(=O)c3ccc(Cl)cc3Cl)n[nH]c2Nc2ccccc2)cc1 | 90 | 130 | 99 | 98 | 92 | 103 | 118 | 81
N#Cc1c(-c2ccc(Cl)cc2)nc2c(c(-c3ccccc3)nn2-c2ccccc2)c1-c1ccc(N2CCOCC2)cc1 | 98 | 108 | 109 | 103 | 97 | 105 | 106 | 85
OCC(O)c1ccccn1 (configuration not stated) | 105 | 114 | 106 | 102 | 108 | 110 | 99 | 90
COc1ccc(/C=C2\N=C3N(c4ccccc4)C(C(OC(C)=O)C(OC(C)=O)C(OC(C)=O)C(COC(C)=O)OC(C)=O)N(C(C)=O)N3C2=O)cc1 (configuration not stated) | 81 | 156 | 84 | 103 | 70 | 103 | 102 | 42
Cc1nc(Nc2ccc(N)cc2)c2ccccc2n1 | 93 | 110 | 80 | 107 | 91 | / | 97 | 81
CC1CCc2c(sc3nc(SCC(=O)N/N=C/c4ccccc4)n(-c4ccccc4)c(=O)c23)C1 (configuration not stated) | 82 | 108 | 88 | 100 | 85 | 95 | 108 | 80

This part in full, from the first entry:
SMILES | SN12C | TK-10 | ACHN | 786-0 | CAKI-1 | RXF 393 | A498 | UO-31
CC(=O)Nc1ccc(Cc2nc3c([nH]2)c(=O)n(C)c(=O)n3C)cc1 | 100&105 | 103&106 | 101&109 | 98&100 | 99&92 | 103&108 | 88 | 93&103
COc1cc(/C=C/C(=O)CC(=O)/C=C/c2cc(I)c(O)c(OC)c2)cc(I)c1O | 86 | 106 | 81 | 93 | 107 | 100 | 92 | 74
Cc1ccc(C(=O)c2sc3[nH]c(=O)c(C(=O)O)cc3c2N)cc1 | 98 | 167 | 100 | 115 | 138 | / | 126 | 85
Cc1ccc(S(=O)(=O)c2c(NC(=O)c3ccc(Cl)cc3Cl)n[nH]c2Nc2ccccc2)cc1 | 90 | 130 | 99 | 98 | 92 | 103 | 118 | 81
N#Cc1c(-c2ccc(Cl)cc2)nc2c(c(-c3ccccc3)nn2-c2ccccc2)c1-c1ccc(N2CCOCC2)cc1 | 98 | 108 | 109 | 103 | 97 | 105 | 106 | 85
OCC(O)c1ccccn1 (configuration not stated) | 105 | 114 | 106 | 102 | 108 | 110 | 99 | 90
COc1ccc(/C=C2\N=C3N(c4ccccc4)C(C(OC(C)=O)C(OC(C)=O)C(OC(C)=O)C(COC(C)=O)OC(C)=O)N(C(C)=O)N3C2=O)cc1 (configuration not stated) | 81 | 156 | 84 | 103 | 70 | 103 | 102 | 42
Cc1nc(Nc2ccc(N)cc2)c2ccccc2n1 | 93 | 110 | 80 | 107 | 91 | / | 97 | 81
CC1CCc2c(sc3nc(SCC(=O)N/N=C/c4ccccc4)n(-c4ccccc4)c(=O)c23)C1 (configuration not stated) | 82 | 108 | 88 | 100 | 85 | 95 | 108 | 80
COc1ccc(C(=O)COc2cccc(/C=C3\CSc4ccc(C)cc4C3=O)c2)cc1 | 92 | 101 | 101 | 100 | 92 | 71 | 112 | 78
C[N+](C)(C)CCNC(=O)c1ccc(OCc2ccccc2)cc1 | 101 | 91 | 103 | 97 | 100 | 111 | 106 | 93
CCCCCCOc1ccc(NC2=C(SCCc3ccccc3)C(=O)c3ccccc3C2=O)cc1 | 97 | 101 | 68 | 94 | 69 | / | / | 74
O=C(CN1CCOCC1)Nc1ccc2oc(=O)ccc2c1 | 99 | 102 | 105 | 105 | / | 113 | 103 | 93
CCOC(=O)c1ccc(NC(=S)NC(=O)c2ccccc2)cc1 | 93&93 | 110&105 | 109&99 | 105&106 | 87&73 | 100&90 | 100&83 | 83&80
CC(=O)C1CC(C#N)=C2C=Cc3c(ccc4ccccc34)N21 (configuration not stated) | 95 | 98 | 85 | 95 | 84 | 145 | 128 | 51
COc1ccc(-c2ccc(O)c(C(=O)/C=C/c3cc(OC)c(OC)c(OC)c3)c2)cc1 | 95 | 103 | 86 | 99 | 86 | 95 | 124 | 60
N/C(=N\C(N)=N\c1nc2ccccc2s1)c1cnccn1 | 37 | 38 | 26 | 23 | 16 | -43* | / | -13*
CCCCC(Cc1ccccc1)(C(=O)OCC)c1ccc(Cl)cc1 (configuration not stated) | 96 | 100 | 95 | 98 | 91 | 102 | 121 | 83
Nn1c(CN2CCN(c3cc4c(cc3F)c(=O)c(C(=O)O)cn4C3CC3)CC2)n[nH]c1=S | 96 | 94 | / | 97 | / | 109 | 98 | 92
CSc1nc(N)n(/N=C(\C)c2ccccn2)c(=O)c1C#N | 101 | 120 | 108 | 91 | 102 | 118 | / | 98
Cc1cc(=O)n(-c2nc(-c3cccs3)c(C#N)c(=O)[nH]2)[nH]1 | 107 | 99 | 107 | 99 | / | 130 | 85 | 80
Cc1cc([N+](=O)[O-])c2nnnn2c1 | 78 | 95 | 48 | 45 | 120 | 154 | 120 | 87
CCCCCCCCCc1ccc(S)cc1 | 119 | 116 | 116 | 118 | 102 | 121 | 99 | 83
CCOC(=O)Cn1c(=O)c2cc3c(=O)n(CC(=O)OCC)c(=O)c3cc2c1=O | 101 | 107 | 103 | 103 | 112 | 110 | 101 | 89
COc1ccc(NCc2cn(-c3ccc(C(=O)O)cc3)nc2-c2ccc(F)cc2)cc1 | 107 | 122 | 98 | 108 | 87 | 129 | 82 | 85
Nc1nnc2cc(Br)ccc2n1 | 95 | 122 | 94 | 103 | 98 | / | 94 | 77
Cc1c(C(=O)NNC(=O)Nc2ccc(Cl)cc2)nnn1-c1ccc(Br)cc1 | 103 | 96 | 100 | 97 | 84 | 90 | 100 | 76
COc1ccc(-c2nn(-c3cccc(Cl)c3)cc2-c2cc(-c3ccc(Br)cc3)nc(=S)[nH]2)cc1 | 100 | 129 | 106 | 105 | 101 | 107 | 95 | 88
CC(C)(C)c1cc(C(C)(C)C)c(O)c(C(C)(C)C)c1 | 90 | 110 | 105 | 107 | 103 | 109 | 100 | 94
COc1ccc([N+](=O)[O-])cc1NS(=O)(=O)c1cccc(C(=O)N(C)Cc2ccc(C)cc2)c1 | 87 | 127 | 96 | 97 | 120 | 74 | 85 | 80
Cc1cc2nc3c4cc(N)ccc4n(CCN(C)C)c3nc2cc1C | 8.2* | 41 | -9.4* | 26 | -3.0* | 15 | 46 | -6.2*
CC1=C(c2cc(-c3ccc(N(C)C)cc3)c(C#N)c(N)n2)C(c2ccccc2)NC(=S)N1 (configuration not stated) | 99 | 102 | 103 | 96 | 100 | / | 124 | 75
O=C1c2ccccc2-c2cn(Cc3ccccc3)c3cccc(c23)C1c1cccnc1 (configuration not stated) | 60 | 56 | 51 | 52 | 51 | 58 | 43 | 55
CC(C)CCOC(=O)c1ccccc1 | 102 | 101 | 111 | 100 | 97 | 119 | 98 | 92
O=C(NNc1ccc(-c2ccccc2)nn1)c1ccccc1 | 97 | 107 | 100 | 93 | 82 | 110 | 92 | 89
O=c1[nH]ccc2nc(N3CCC(O)CC3)nc(Nc3ccc(N4CCOCC4)cc3)c12 | 38 | 82 | 55 | 77 | 26 | 16 | 58 | 38
c1ccc2cc(C[n+]3ccn(CCCn4cc[n+](Cc5ccc6ccccc6c5)c4)c3)ccc2c1 | 56 | 85 | 100 | 101 | 99 | 107 | 49 | 87
NC(=N\N=C/c1ccc(Cl)c(Cl)c1)/C(N)=N\N=C/c1ccc(Cl)c(Cl)c1 | 113 | 92 | 104 | 91 | 103 | 109 | 74 | 107
N#C/C(C(=O)Nc1ccc(S(N)(=O)=O)cc1)=C1\C(=O)Nc2ccccc21 | 94 | 111 | 95 | 110 | 90 | 114 | / | 72
Cc1ccc2nc(C)c(-c3nnc(SCCC(C)C)o3)n2c1 | 98 | 114 | 96 | 85 | 95 | 91 | 96 | 78
CCOc1c(B(O)O)cccc1-c1nc2ccc3[nH]ncc3c2c2c1CCCC2 | 63 | 20 | 51 | 48 | -27* | -5.2* | 62 | 30
O=C1Nc2cc(-c3ccncc3)ccc2/C1=C/c1ccc[nH]1 | 100 | 96 | 54 | 102 | 88 | 93 | / | 74
N#CCCN1CCCC1=O | 99 | 103 | 105 | 103 | 96 | 103 | 92 | 96
NS(=O)(=O)c1cccc(NCCC(=O)c2ccc3ccccc3c2)c1 | 102 | 109 | 109 | 104 | 95 | 125 | 123 | 88
COc1ccc(CNc2nc3ncc(C(F)(F)F)cc3nc2C(=O)O)cc1 | 100 | 110 | 103 | 103 | 95 | 115 | / | 83
CC(C)NCCCNCC(=O)Nc1ccc(S(=O)(=O)c2ccc(NC(=O)CNCCCNC(C)C)cc2)cc1 | 102 | 95 | 114 | 96 | / | 112 | 110 | 94
Nc1nc(-c2cccnc2)nc2c1sc(=S)n2-c1ccc(F)cc1 | 103 | 112 | 107 | 93 | / | 105 | 97 | 91
Cc1ccc2nc(-c3ccc(N)c(S(=O)(=O)O)c3)sc2c1 | 104 | 122 | 102 | / | 104 | 89 | 113 | 77
CCCC(=O)Oc1ccc(/C(=C(\C)c2ccccc2)c2ccc(OCCCN(C)C)cc2)cc1 | 94 | 89 | 109 | 87 | 100 | 107 | 108 | 80
CCOC(=O)CNS(=O)(=O)CC(=O)c1ccccc1 | 84 | 81 | 99 | 97 | 93 | 117 | 117 | 87
OCCN/N=C/c1ccncc1 | 100 | 122 | 106 | 101 | 94 | 129 | 121 | 97
O=c1c2cc(-c3ccc(F)cc3F)ccc2n(O)c(=O)n1-c1cccc(C(F)(F)F)c1 | 0.1* | 1.7* | 0.9* | 31 | -16* | 3.4* | -22* | 8.0*
O=C(O)c1ccc2c(O)c3ccccc3c(O)c2c1 | 102 | 88 | 95 | 92 | 94 | 111 | 96 | 73
COc1cc(/C=C2\C=C(c3ccccc3)N(Cc3ccccc3)C2=O)cc(OC)c1OC | 74 | 95 | 71 | 74 | 63 | 93 | 81 | 55
COc1cc(/C=C/C(=O)Nc2ccc(-c3nc4ccc(F)cc4s3)cc2)cc(OC)c1OC | 103 | 97 | 106 | 99 | 102 | 103 | 95 | 96
COc1ccc2[nH]c(O)c(N=NC(=O)c3oc4ccccc4c3C)c2c1 | 35 | -64* | -51* | -67* | -52* | -36* | / | -55*
CCC(C)COC(=O)Nc1cccc(Cl)c1 (configuration not stated) | 99 | 97 | 109 | 89 | 99 | 106 | 77 | 87
CC1(C=O)NC(=O)NC1=O (configuration not stated) | 98 | 100 | 104 | 104 | 99 | / | / | 96
O=C(CSc1nnnn1-c1ccccc1)c1cc2cc(Br)ccc2oc1=O | 115 | 111 | 104 | 102 | 96 | 104 | 80 | 90
CCOC(=O)c1nn(-c2ccc([N+](=O)[O-])cc2)c(=N/N=C/c2c(O)cc3oc(C)cc(=O)c3c2OC)s1 | 91 | 97 | 92 | 100 | 79 | 102 | 109 | 64

(next part)
SMILES | SN12C | TK-10 | ACHN | 786-0 | CAKI-1 | RXF 393 | A498 | UO-31
O=C(NNc1ccc([N+](=O)[O-])cn1)Nc1cccc2ccccc12 | 105 | 99 | 108 | 102 | 92 | 112 | 101 | 70
Cc1sc2nc(CN(C)C(C)c3cccs3)nc(N)c2c1C (configuration not stated) | 82 | 81 | 96 | 99 | 87 | 121 | 76 | 73
O=c1c2cc(Cl)ccc2sc2c(NCCCO)nc3ccccc3c12 | 68 | 98 | 72 | 86 | 68 | 89 | 85 | 61
O=C(Cc1ccccc1)N(CCO)CCO | 109 | 96 | 98 | 98 | 93 | 111 | 113 | 96
NS(=O)(=O)c1ccc(CCNC(=O)CSc2ccc(-c3ccccc3)nn2)cc1 | 97 | 98 | 89 | 94 | 85 | 101 | 106 | 83
COc1cc(-c2cc(-c3ccc(Br)cc3)c(C#N)c(N)n2)cc(OC)c1OC | 99 | 118 | 101 | 101 | 91 | 114 | 91 | 84
NCCCNc1nc2ccc(F)cc2c2c(=O)c3cc(F)ccc3sc12 | 74 | 94 | 60 | 81 | 48 | 80 | 47 | 43
CCN(CC)Cc1cc(Nc2nc(/C=C/c3ccc(Cl)cc3)nc(Cl)c2-c2ccc(Cl)cc2)ccc1O | 79 | 100 | 91 | 66 | 66 | 65 | 95 | 42
OC(C[n+]1ccccc1)c1cccs1 (configuration not stated) | 96 | 95 | 102 | 84 | 103 | 103 | 104 | 92
O=C1c2ccccc2C2/C(=C(/Br)c3ccc(F)cc3)CCCN12 (configuration not stated) | 100 | 110 | 102 | 93 | 97 | / | 94 | 86
COc1nc2c(c(=O)[nH]1)C(c1ccc(Oc3ccnc4cc(Cl)ccc34)c(OC)c1)C=C(c1ccc(Cl)cc1)N2 (configuration not stated) | 88 | 95 | 94 | 85 | 83 | 89 | 40 | 66
c1ccc(C(=C(c2ccc(-c3ccccc3)cc2)c2ccc(-c3ccccc3)cc2)c2ccccc2)cc1 | 102 | 100 | 103 | 108 | 97 | 121 | 116 | 96
Cc1nnc(Cc2ccco2)c2n[nH]c(C)c12 | 100 | 110 | 109 | 97 | 113 | 99 | 96 | 89
CCCCCCCCCCCCCCCCCCCC/C=C/C1CC(=O)OC1=O (configuration not stated) | 93 | 102 | 99 | 105 | 99 | 103 | 85 | 96
Cc1ccc(C(C)(C)C(CC(=O)O)C(=O)O)cc1 (configuration not stated) | 108&103 | 109 | 105&107 | 95&105 | 98&104 | 119&112 | 100&94 | 98&97
N#Cc1c(NCc2ccc(F)cc2)oc(-c2ccccc2)c1-c1ccccc1 | 101 | 123 | 101 | 93 | 92 | 101 | / | 79
CCOC(=O)c1cc2c(n1Cc1ccc(OC)cc1)-c1[nH]c(=O)c(S(=O)(=O)c3ccccc3)cc1CCC2 | 95 | 96 | 89 | 95 | 92 | 100 | 83 | 59
N#C/C(=C/c1ccccc1)c1ccccc1 | 100 | 111 | 115 | 104 | 112 | 121 | 94 | 107

Bioassay records: PubChem, NCI
